Source: PubChem BioAssay (several laboratories)
PLAP act = activators of human placental alkaline phosphatase | actives 1.2% (n = 96,000) | purified PLAP enzyme, luminescent substrate read-out; active compounds read high | P05187 | activation fold at 20 µM | AID 696; in the data active means activation fold above about 2
Target sequence (P05187 whole entry, looked up): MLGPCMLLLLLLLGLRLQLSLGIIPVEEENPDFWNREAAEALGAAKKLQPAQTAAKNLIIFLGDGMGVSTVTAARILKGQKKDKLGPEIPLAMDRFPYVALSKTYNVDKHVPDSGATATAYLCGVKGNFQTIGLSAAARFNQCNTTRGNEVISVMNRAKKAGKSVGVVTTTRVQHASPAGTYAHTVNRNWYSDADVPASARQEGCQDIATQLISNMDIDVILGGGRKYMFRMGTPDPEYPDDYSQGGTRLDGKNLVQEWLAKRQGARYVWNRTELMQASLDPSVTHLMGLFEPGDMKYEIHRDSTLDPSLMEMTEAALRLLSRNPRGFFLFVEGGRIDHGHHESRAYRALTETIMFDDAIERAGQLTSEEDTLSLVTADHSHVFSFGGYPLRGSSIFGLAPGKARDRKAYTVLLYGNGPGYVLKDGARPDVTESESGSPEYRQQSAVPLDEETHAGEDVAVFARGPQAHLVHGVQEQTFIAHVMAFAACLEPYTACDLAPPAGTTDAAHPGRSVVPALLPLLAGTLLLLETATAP
ERb coact inh = blocks coactivator binding to human estrogen receptor beta; TR-FRET ER-beta LBD / SRC1-Cy5 peptide binding; receptor agonist-loaded with 1 µM estradiol; inhibition, % at 25.6 µM; actives 1.3% (n = 86,000);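 active means compounds whose percent inhibition of the receptor-coactivator binding signal exceeds about 50% in the single-dose screen, limit read from the data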;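 further: 0% = receptor plus peptide wells without compound and 100% = peptide-only wells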
CD11b adhes inh = CD11b/CD18-fibrinogen binding inhibition. P05107+P11215. K562 CD11b/CD18 adhesion to fibrinogen, ATPlite luminescence; Mn2+ added to activate the integrin. inhibition, % at 10 µM. actives 0.54% (n = 93,000);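 active means primary inhibition of 50% or more at 10 µM, then 40% or more on retest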; further: some results filed as inactive read as strong as hits
E coli WT exp = blocks growth of wild type E. coli BW25113; growth inhibition, % at 100 µM; OD600 absorbance; AID 710; actives 0.15% (n = 98,000);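 active means growth inhibition above about 50% at one test dose, limit read from the data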;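 further: growth measured after 20 h incubation at 37 °C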
MT1-MMP txn act = activates MT1-MMP transcription; HT1080 MT1-MMP promoter luciferase reporter, luminescence, overnight; active compounds read high; activation factor at 10 µM; AID 750; actives 0.16% (n = 86,000);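 active means activation factor of at least 2 for MT1-MMP transcription at 10 µM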
Mac1 fbg enh = CD11b/CD18-fibrinogen binding enhancement; actives 0.07% (n = 93,000); activation, % at 10 µM; AID 1499; K562 CD11b/CD18 adhesion to fibrinogen, ATPlite luminescence; P05107+P11215;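 active means 10 µM primary screen giving 50% or more activity, confirmed by 40% or more on retest at that dose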; further: strong numbers were not always called active; reference of the scale not given here
FAK blocker = FAK (human) kinase inhibition | Q05397 | AID 727 | biochemical FAK kinase activity assay | inhibition, %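 (tested at 7 µM)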 | actives 0.84% (n = 97,000); in the data active means inhibition above about 19%;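 further: 0% = DMSO and 100% = reference compound high control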
ERa SRC1 inh = ER-alpha (human) coactivator binding inhibition. TR-FRET ER-alpha LBD / SRC-1 peptide, estradiol-bound. P03372. AID 629. inhibition, % at 25.6 µM. actives 1.7% (n = 86,000); in the data active means inhibition above about 50%;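 further: 0% = receptor plus peptide control and 100% = peptide only without receptor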
Target sequence (P03372 whole entry, looked up, the tested form may be a part): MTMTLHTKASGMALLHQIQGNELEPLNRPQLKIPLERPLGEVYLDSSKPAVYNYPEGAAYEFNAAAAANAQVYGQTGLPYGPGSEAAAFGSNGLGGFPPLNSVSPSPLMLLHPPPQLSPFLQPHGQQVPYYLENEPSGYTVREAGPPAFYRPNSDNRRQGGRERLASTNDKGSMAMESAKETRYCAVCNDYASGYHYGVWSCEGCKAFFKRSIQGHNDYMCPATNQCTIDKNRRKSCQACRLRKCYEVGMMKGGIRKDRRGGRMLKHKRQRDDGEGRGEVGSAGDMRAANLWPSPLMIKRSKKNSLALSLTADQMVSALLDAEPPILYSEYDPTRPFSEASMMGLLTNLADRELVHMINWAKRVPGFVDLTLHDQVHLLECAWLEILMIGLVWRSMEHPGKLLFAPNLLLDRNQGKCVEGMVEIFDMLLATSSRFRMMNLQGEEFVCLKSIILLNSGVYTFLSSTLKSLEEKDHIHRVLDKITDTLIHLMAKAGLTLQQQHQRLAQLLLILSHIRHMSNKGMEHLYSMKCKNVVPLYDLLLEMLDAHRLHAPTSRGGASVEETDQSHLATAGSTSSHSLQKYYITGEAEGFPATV
ERa coact pot = ER-alpha (human) coactivator binding potentiation | P03372 | TR-FRET ERalpha-LBD/SRC-Cy5 coactivator binding, 2 h; 100 = basal binding, no effect | coactivator binding (% of control), % at 25.6 µM | actives 1.3% (n = 86,000); in the data active means activity above about 200%;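 further: binding measured in presence of low estradiol as agonist stimulus; 0% = peptide alone without receptor and 100% = receptor with peptide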
An asterisk follows results filed as active; · = not tested or not shown; [ ] = remark or other dose.

SMILES | PLAP act | ERb coact inh | CD11b adhes inh | E coli WT exp | MT1-MMP txn act | Mac1 fbg enh | FAK blocker | ERa SRC1 inh | ERa coact pot
N#CCSc1nnc(N)s1 | 1 | -8 | 16 | 3 | 1 | 0 | 3 | -6 | 118
CCOC(=O)c1cc(-c2ccccc2)n(CC(=O)N2CCCC2)c1C | 1.2 | -1 | 10 | 5 | 1.1 | -2 | 1 | -2 | 122[fluorescence artefact?]
COc1cc2nc(N3CCNCC3)nc(N)c2cc1OC | 1.1 | -8 | -6 | -2 | 1 | 3 | -1 | 87*[fluorescence artefact?] | 89
CCCCCn1c(CN2CCN(c3cccc(Cl)c3)CC2)nc2c1c(=O)n(C)c(=O)n2C | 1.4 | -10 | 12 | · | 1.1 | -5 | 5 | -4 | 107
CCOC(=O)c1cnc2c(C(F)(F)F)cccc2c1N1CCOCC1 | 1 | 0 | 7 | -1 | · | -2 | 4 | -13 | 102
Cc1ccc(C(=O)N/C(=C\c2ccco2)C(=O)NCCCn2ccnc2)cc1C | 1.3 | · | -12 | 8 | · | 0 | -1 | · | ·
Nn1c(SCC(=O)N2CCN(S(=O)(=O)c3ccc(Cl)cc3)CC2)nnc1-c1cccs1 | 1.6 | -8 | 10 | 2 | 1.2 | -3 | 3 | -1 | 85
CCOC(=O)c1ccc(N2C(=O)CC(SCC(N)C(=O)OCC)C2=O)cc1 (stereo unspecified) | 1.1 | 0[fluorescence artefact?] | -16 | -6 | 1 | 1 | · | -4 | 97
COc1cc(NC(=O)CSc2nnnn2-c2ccccc2)cc(OC)c1OC | 0.9 | 9 | -9 | 3 | 1.2 | -2 | 2 | 11[fluorescence artefact?] | 229*[fluorescence artefact?]
CCOC(=O)Nc1cc2c(C)cc(=O)oc2cc1C | 1.1 | 30[fluorescence artefact?] | 2 | 0 | 1.1 | -3 | 0 | 26 | 99
COc1ccc(NC(=O)C(C)NS(=O)(=O)c2ccc(NC(C)=O)cc2)cc1Cl (stereo unspecified) | · | 5 | · | -16 | 1.1 | · | 0 | 1 | 99
CN(C)S(=O)(=O)c1ccc(C(=O)OCn2nnc3ccccc3c2=O)cc1 | 1.3 | 1 | -11 | 3 | · | 0 | 4 | 3 | 108

Compound profiles, from the list above. Order of values: PLAP act | ERb coact inh | CD11b adhes inh | E coli WT exp | MT1-MMP txn act | Mac1 fbg enh | FAK blocker | ERa SRC1 inh | ERa coact pot
CCCCCn1c(CN2CCN(c3cccc(Cl)c3)CC2)nc2c1c(=O)n(C)c(=O)n2C is listed as 1.4 | -10 | 12 | · | 1.1 | -5 | 5 | -4 | 107
CCOC(=O)c1cnc2c(C(F)(F)F)cccc2c1N1CCOCC1 is listed as 1 | 0 | 7 | -1 | · | -2 | 4 | -13 | 102
CCOC(=O)Nc1cc2c(C)cc(=O)oc2cc1C is listed as 1.1 | 30[fluorescence artefact?] | 2 | 0 | 1.1 | -3 | 0 | 26 | 99
CCOC(=O)c1cc(-c2ccccc2)n(CC(=O)N2CCCC2)c1C is listed as 1.2 | -1 | 10 | 5 | 1.1 | -2 | 1 | -2 | 122[fluorescence artefact?]
Cc1ccc(C(=O)N/C(=C\c2ccco2)C(=O)NCCCn2ccnc2)cc1C is listed as 1.3 | · | -12 | 8 | · | 0 | -1 | · | ·

The listing picks up, repeating the 2 entries before the break.
SMILES | PLAP act | ERb coact inh | CD11b adhes inh | E coli WT exp | MT1-MMP txn act | Mac1 fbg enh | FAK blocker | ERa SRC1 inh | ERa coact pot
COc1ccc(NC(=O)C(C)NS(=O)(=O)c2ccc(NC(C)=O)cc2)cc1Cl (stereo unspecified) | · | 5 | · | -16 | 1.1 | · | 0 | 1 | 99
CN(C)S(=O)(=O)c1ccc(C(=O)OCn2nnc3ccccc3c2=O)cc1 | 1.3 | 1 | -11 | 3 | · | 0 | 4 | 3 | 108
COc1cc(NC(=O)c2cccc3c2C(=O)N(Cc2cccnc2)C3)cc(OC)c1OC | 1.4 | -10 | -4 | -8 | 0.9 | 2 | · | 1 | 89
O=C(c1ccco1)N1CCN(C(=O)c2ccccc2OC(=O)C23CC4CC(CC(C4)C2)C3)CC1 | 1.6 | -1 | 5 | -5 | 0.9 | -2 | 6 | -6 | 107
O=C(CCN1CCN(CCC(=O)c2ccccc2)CC1)c1ccccc1 | · | -5 | · | · | 1 | · | · | -3 | 116
CC(=O)Nc1ccc(S(=O)(=O)NNC(=O)COc2cc(C)ccc2C(C)C)cc1 | 1.3 | · | 19 | 2 | · | -1 | 0 | · | ·
CNC(=O)Nc1ccccc1F | 0.9 | 7 | -30 | 1 | 1.1 | 0 | -1 | -2 | 106
NC(=S)NNc1cc(Cl)cc(Cl)c1 | 0.8 | 2 | -1 | 13 | 1.4 | -4 | 1 | 19 | 105[fluorescence artefact?]
CC(C)(C)C(=O)NC(=C(Cl)Cl)P(=O)(O)O | 0.9 | · | 5 | 1 | · | -2 | 66* | · | ·
O=C(CCCn1c(=S)[nH]c2ccsc2c1=O)NCc1ccco1 | 0.9 | 4[fluorescence artefact?] | · | -2 | 1.2 | · | -1 | 0 | 90
COc1cccc(C(=O)Nc2ncc3c(n2)CC(C)CC3=O)c1 (stereo unspecified) | 1 | -7 | 4 | 1 | 1.4 | -3 | 0 | -13 | 109
OCc1cn(-c2ccccc2)nc1-c1ccc2c(c1)OCCO2 | 0.7 | -1 | 6 | 1 | 2.1* | -9 | 1 | -3 | 98
CCN1CCN(C(=O)C2CCN(S(=O)(=O)c3cccc4cccnc34)CC2)CC1 | 1.5 | 16[fluorescence artefact?] | -13 | 7 | 1.1 | -5 | · | -8 | 106
O=C(CSc1nc(C2CC2)nc2ccccc12)N1c2ccccc2Sc2ccc(C(F)(F)F)cc21 | 1.3 | · | -33 | -4 | · | 34 | 8 | · | ·
O=C(c1cnn2c(C(F)(F)F)cc(-c3ccco3)nc12)N1CCc2ccccc2C1 | 1.4 | 20[fluorescence artefact?] | · | -5 | 1.2 | · | 2 | 1 | 73[fluorescence artefact?]
COC(=O)CC(NC(=O)c1ccco1)c1ccc(C(C)C)cc1 (stereo unspecified) | 0.9 | -12 | -8 | -2 | 1 | -2 | 0 | -15 | 98
CCOc1ccc(C2C(C#N)=C(N)SC(N)=C2C#N)cc1OCC | 2.6* | -3 | 1 | 26 | 1.1 | -1 | · | 4 | 100
N#Cc1cc2c(nc1SCc1ccncc1)CCC2 | 1.1 | -9 | · | -4 | 1.6 | -7 | 11 | -6 | 91
CCC(OC(=O)c1cc2sccc2n1C)C(=O)NCC1CCCO1 (stereo unspecified) | 1.1 | -13 | -3 | 5 | 1.2 | -3 | -6 | -8 | 101
CC(C)(C)NC(=O)NC(=O)CN1CCN(c2ncc(C(F)(F)F)cc2Cl)CC1 | 1.6 | -6 | 9 | 1 | 1 | 2 | -2 | 6 | 107
Cc1cc(C)n(CC(O)Cn2c(C)c(C)c3ccccc32)n1 (stereo unspecified) | 0.9 | -5 | -8 | 0 | 1 | -2 | -1 | -2 | 104
CCOC(=O)N1CCN(C(=O)c2cnn3c(C(F)F)cc(-c4ccc(C)cc4)nc23)CC1 | 1.3 | -4 | -36 | -6 | 1 | 4 | 2 | -4 | 102
CC(=O)N1C(c2ccccc2)CC(=O)OC1c1ccc2c(c1)OCO2 (stereo unspecified) | 1.2 | 0 | 8 | 1 | · | -4 | 0 | 1 | 107[fluorescence artefact?]
COc1ccc(F)cc1S(=O)(=O)NC1CC(C)(C)NC(C)(C)C1 | 1.1 | 18 | · | -4 | 0.9 | · | 1 | 19 | 70
COC(=O)c1cc(NC(=O)CN2CCC(C(N)=O)(N3CCCCC3)CC2)cc(C(=O)OC)c1 | 1.5 | -4 | -64 | 1 | 1.2 | 9 | 5 | -8 | 111
COC(=O)c1c(-c2ccc(Br)cc2)noc1N | 1 | -3 | -30 | 1 | 1.1 | 3 | 1 | -8 | 94
COCCn1c(=S)[nH]c2cc(OC)c(OC)cc2c1=O | 0.9 | -24 | -6 | -3 | 1 | -3 | -2 | -11 | 113
CS(=O)(=O)N1CCN(c2ccc(NC(=O)Cc3ccccc3)cc2)CC1 | 0.9 | · | -5 | -5 | · | -4 | 0 | · | ·
COc1ccc(Nc2nc(-c3cccs3)cs2)cc1 | 0.8 | 5 | · | -5 | 1 | · | -2 | 0 | 82
CCn1c2ccccc2c2cc(NC(=O)CSc3nnc(-c4ccccc4OC)n3N)ccc21 | 1.6 | 4 | 2 | -13 | 1.1 | 3 | 11 | -1 | 138
Cc1c(C(=O)N2CC(C)OC(C)C2)sc2nc(-c3ccc(F)cc3)cn12 (stereo unspecified) | 1.4 | -11 | · | 5 | 1 | · | 3 | -1 | 112
CCC(=O)OCCn1c(Br)nc2c1c(=O)[nH]c(=O)n2C | 0.9 | -3 | -10 | -5 | 0.9 | -3 | 3 | 1 | 109
COc1ccc(-n2c(SCC(=O)Nc3sc4c(c3C#N)CCCC4)nnc2-c2ccc(O)cc2)cc1 | 1.9 | 61*[fluorescence artefact?] | 13 | -12 | 1 | 24 | 6 | 78*[fluorescence artefact?] | 161
CCOC(=O)c1cn(CC)c2cc(N3CCCCC3)c(F)cc2c1=O | · | -5 | · | · | 0.9 | · | 1 | -7 | 116
c1ccc2[nH]c(SCc3ccc(-c4nnco4)cc3)nc2c1 | 2* | 0 | -6 | 10 | 1.2 | -3 | -3 | 1 | 114
COc1ccccc1C1CN=NC12CCCc1ccccc1C2=O (stereo unspecified) | 1 | · | -9 | 3 | · | 2 | -1 | · | ·
N#Cc1cc2c(nc1SCC(=O)N1CCOCC1)CCCCC2 | 0.7 | -8 | -1 | -11 | 0.8 | -4 | -2 | 4 | 100
CCCN1CC=C2C(C#N)=C(N)C(C#N)(C#N)C(c3cccc(OC)c3OC)C2C1 (stereo unspecified) | 1.2 | · | -5 | 6 | · | 1 | · | · | ·
COc1ccc(CNc2oc(COc3ccccc3Cl)nc2C#N)cc1 | 0.9 | 10[fluorescence artefact?] | 0 | -8 | 1.1 | -2 | -1 | 0[fluorescence artefact?] | 228*[fluorescence artefact?]
CCCCN(C)C(=O)c1cn(C)c2ccc(S(=O)(=O)N(C)C)cc2c1=O | · | 1 | · | -3 | 1.1 | · | -1 | -3 | 108
COc1ccccc1-c1cc(C(F)(F)F)nc(N2CCOCC2)n1 | 1 | 0 | -2 | 12 | 1 | 4 | -3 | 3 | 71
O=C(NC(=S)Nc1ccccc1)c1cc(-c2ccccc2)nc2ccccc12 | 0.9 | · | 10 | -10 | · | 4 | 0 | · | ·
Cc1nnc(SCC(=O)Nc2cccc(C(F)(F)F)c2)[nH]c1=O | 1 | 4[fluorescence artefact?] | -1 | -13 | 1.2 | -7 | -6 | -6 | 95
O=C(NCc1ccccn1)c1cccc([N+](=O)[O-])c1 | 1 | · | -3 | 10 | · | 0 | 1 | · | ·
CCOC(=O)CCc1c(C)c2ccc(OCC)c(C)c2oc1=O | 0.9 | -2[fluorescence artefact?] | -3 | -2 | 1.1 | -6 | 3 | 5[fluorescence artefact?] | 102
O=[N+]([O-])c1cn(-c2nc(-c3ccco3)cc(C(F)(F)F)n2)cn1 | 1.1 | -10 | 4 | -3 | 1 | 10 | 0 | 0 | 103
Cc1ccc(OCCSc2ncnc3sc(C)c(C)c23)cc1C | 0.9 | · | -22 | -4 | · | -1 | 2 | · | ·
O=C(CNC1=NCCC1)c1ccc2c(c1)OCCO2 | 0.9 | · | -29 | -4 | 1.1 | -5 | 3 | · | ·
Cc1cccc(-c2noc(Cc3ccc(Cl)cc3)n2)c1 | 1.1 | -7 | 23 | -6 | 1.7 | 1 | 0 | -8 | 95
Cc1cn(C(=O)C(C)N2C(=O)c3ccccc3C2=O)c(C)n1 (stereo unspecified) | 0.9 | 10 | -45 | -8 | 1.1 | 4 | 1 | 39[fluorescence artefact?] | 102
NC1=NC(=O)CC(C(=O)NCc2ccccc2)S1 (stereo unspecified) | 0.9 | · | -15 | -1 | 1.1 | -7 | -3 | · | ·
CCOC(=O)c1ccccc1NC(=O)c1ccc(N(C)S(C)(=O)=O)cc1 | 0.9 | -20 | -1 | -13 | 1.1 | -2 | 1 | -15 | 103
O=C(NCCc1c[nH]c2ccccc12)c1ccc(S(=O)(=O)NCc2ccco2)cc1 | 1.2 | 10 | 14 | 6 | 1.3 | 2 | 2 | 37 | 100
